H9c2 protect: myocardial damage modulation in H9c2 cells. H9c2 cardiomyocytes, H2O2 injury protection, ATPLite, 2 h. protection from H2O2 cell death, % at 20 µM. actives 0.63% (n = 360,000);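 active = compounds giving at least 50% protection of heart cells from peroxide-induced death in the single-dose screen, raw or plate-pattern-corrected value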;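 also: 0% = DMSO wells with peroxide and 100% = DMSO wells without peroxide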
HTR2A ag: agonists of mouse serotonin 5-HT2A receptor (HTR2A); activation, % at 7.6 µM; actives 0.66% (n = 360,000); CHO-K1 mHTR2A beta-arrestin complementation, luminescence; percent of 30 µM serotonin response; AID 624169;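 active = activation above a run cutoff, the mean activation of all tested compounds plus 3 SD, cut at about 14% in these data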;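 also: 0% = plate median of compound wells and 100% = 30 µM serotonin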
iPSC survival up: enhancers of human iPSC single-cell survival; hiPSC single-cell survival, ATPlite luminescence; 100% = ROCK inhibitor wells, 0% = DMSO; actives 0.044% (n = 360,000); survival enhancement, % at 20 µM; in the data active = survival enhancement above about 18%;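 also: cells exposed to compounds for 16 hours before the ATP read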
ABCB6 inh MLPCN: human ABCB6 transporter inhibition | Q9NP58 | K562-ABCB6 porphyrin accumulation, flow cytometry, 1 h; active compounds read low | fluorescence ratio to DMSO, % at 10 µM | actives 0.19% (n = 360,000) | AID 602162;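 active = fluorescence ratio to DMSO below 75%, the collection mean minus 3 SD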;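 also: signal is porphyrin accumulated inside mitochondria; 100% equals median channel fluorescence of DMSO control wells; lower ratio means ABCB6 inhibition with less porphyrin fluorescence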
Target sequence (Q9NP58 whole entry, looked up): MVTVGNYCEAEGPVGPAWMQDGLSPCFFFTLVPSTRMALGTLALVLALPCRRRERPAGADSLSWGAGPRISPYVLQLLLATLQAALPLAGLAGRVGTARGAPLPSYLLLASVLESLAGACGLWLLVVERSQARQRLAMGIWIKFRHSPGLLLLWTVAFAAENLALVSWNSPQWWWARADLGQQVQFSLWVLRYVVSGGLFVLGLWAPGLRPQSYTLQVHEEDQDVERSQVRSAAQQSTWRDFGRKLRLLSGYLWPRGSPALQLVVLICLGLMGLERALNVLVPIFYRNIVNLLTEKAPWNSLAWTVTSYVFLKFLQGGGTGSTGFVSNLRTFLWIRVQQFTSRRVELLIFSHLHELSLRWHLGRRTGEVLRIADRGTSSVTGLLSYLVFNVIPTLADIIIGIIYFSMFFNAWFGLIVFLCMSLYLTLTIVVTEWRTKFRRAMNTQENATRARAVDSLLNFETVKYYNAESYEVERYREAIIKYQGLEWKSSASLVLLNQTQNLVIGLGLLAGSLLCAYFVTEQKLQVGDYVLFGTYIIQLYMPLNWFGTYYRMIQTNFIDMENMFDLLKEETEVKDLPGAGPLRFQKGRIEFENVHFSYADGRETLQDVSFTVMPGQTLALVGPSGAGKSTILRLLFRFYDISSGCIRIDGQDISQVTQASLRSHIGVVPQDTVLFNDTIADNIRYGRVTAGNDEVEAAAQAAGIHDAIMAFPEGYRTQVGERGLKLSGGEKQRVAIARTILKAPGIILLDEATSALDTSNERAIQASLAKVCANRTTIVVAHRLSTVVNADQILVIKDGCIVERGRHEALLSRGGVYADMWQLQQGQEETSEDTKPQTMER
MC4R antagonist: human MC4R antagonism in cAMP assay; P32245; actives 0.48% (n = 360,000); AID 540295; MC4R-expressing cells, MTII-stimulated cAMP, LANCE TR-FRET; inhibition, % at 6.5 µM;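 active = inhibition above its plate's cutoff, the mean of tested wells on that plate plus 3 SD, cut at about 29% in these data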;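 also: 0% = Melanotan II alone and 100% = Melanotan II plus saturating MCL0020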
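system = U2OS cells with stable human MC4R expression | also added = Melanotan II challenge after compound preincubation | dosing = one concentration, 6.5 µM nominal | incubation = compound 30 min, challenge 1 h, detection 1 h | measured by = TR-FRET with Eu-cAMP and labeled anti-cAMP, 671 nm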
MC4R ag barr: human MC4R agonism via beta-arrestin; activation, % at 8.9 µM; U2OS MC4R beta-arrestin complementation, luminescence; percent of melanotan II response, DMSO zero; actives 0.98% (n = 360,000); P32245; AID 540308;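 active = activation above a per-plate cutoff, the mean activation of sample wells on that plate plus 3 SD, cut at about 8% in these data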
aDG glyco up: increases alpha dystroglycan glycosylation. actives 0.22% (n = 360,000). activation, % at 10 µM. Pro5-aDG cells, alpha-DG glycosylation AlphaScreen (IIH6); 0% Pro5, 100% B10-LARGE cell signal;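 active = activation of at least 8% versus controls, or a plate z-score of at least 8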;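 also: Pro5 are CHO cells carrying HIG-tagged alpha-DG that lacks glycosylation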
Glyco luc inh: blocks N-linked glycosylation in D54 reporter cells; D54 ERlucT glycosylation luciferase reporter, 24 h; percent of 100 nM tunicamycin response; reporter increase, % at 12.5 µM; actives 0.23% (n = 360,000);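 active = mean luciferase reporter signal, scaled so untreated is 0 and the glycosylation-blocking control 100, at or above a set limit in every replicate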;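 also: luciferase carries N-glycosylation sites so blocking glycosylation raises the light; 0% = median of neutral control wells and 100% = median of 100 nM tunicamycin wells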
Granule exo inh: lytic granule exocytosis inhibition | AID 651702 | inhibition, % at 10 µM | TALL-104 LAMP-1 surface exposure, flow cytometry; cells stimulated with thapsigargin and PMA | actives 0.66% (n = 360,000);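 active = inhibition above about 55%, limit read from the data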
ABHD5-PLIN5 inh: inhibitors of human ABHD5-perilipin-5 interaction; Q00G26+Q8WTS1; Split G. princeps luciferase complementation, luminescence, 4 h; AID 602281; inhibition, % at 4 µM; actives 0.78% (n = 360,000);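 active = inhibition above the mean inhibition across every tested compound plus 3 SD, cut at about 22% in these data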;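 also: 0% = DMSO only wells and the 100% control is not disclosed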
* = called active by the depositor; nt = no result given.

Assay codes: A = H9c2 protect; B = HTR2A ag; C = iPSC survival up; D = ABCB6 inh MLPCN; E = MC4R antagonist; F = MC4R ag barr; G = aDG glyco up; H = Glyco luc inh; I = Granule exo inh; J = ABHD5-PLIN5 inh
Cc1ccc(S(=O)(=O)N2CCOCC2)cc1NC(=O)CSc1nnc2cc(C)c3ccccc3n12
  A = 16; B = 1; C = 2.8; D = 101; E = -2; F = 5.7; G = 0.1; H = 0; I = 0; J = 4
CN(C)CC(=O)N[C@@H]1CC[C@@H](CC(=O)NCCN2CCCCC2)O[C@@H]1CO
  A = nt; B = 2; C = nt; D = nt; E = nt; F = nt; G = 0.2; H = nt; I = -4; J = -11
CCCn1nnc2ccccc2c1=O
  A = -1; B = 2; C = -2.3; D = 97; E = 4; F = -0.8; G = -0.2; H = 1; I = 4; J = -5
Cc1ccn(CCC(=O)NC2CC(C)(C)Cc3c2cnn3-c2ccccc2C)n1 (stereo not drawn)
  A = -2; B = 1; C = -0.3; D = 101; E = 4; F = -1.8; G = 0.0; H = -2; I = 3; J = -10
CCOC(=O)c1ccccc1NC(=O)CN(c1ccccc1OCC)S(C)(=O)=O
  A = 1; B = 1; C = 0.0; D = 93; E = 3; F = -0.2; G = 0.1; H = -1; I = 0; J = 3
COc1ccc2cc(C(=O)C3CCCN(C(=O)c4cnn(C(C)C)c4)C3)ccc2c1 (stereo not drawn)
  A = 1; B = -6; C = -0.3; D = 96; E = 11; F = -3.0; G = -0.3; H = 0; I = 2; J = 3
CC1CC(C)CN(C(=O)C2CCCN(c3ncnc4c3nc3n4CCCCC3)C2)C1 (stereo not drawn)
  A = 1; B = -1; C = -0.1; D = 93; E = 4; F = -2.0; G = -0.1; H = 5; I = 6; J = -7
O=c1cc(-c2ccc(O)cc2)oc2cc(O)c([C@@H]3O[C@H](CO)[C@@H](O)[C@H](O)[C@H]3O)c(O)c12
  A = 4; B = -6; C = -3.0; D = 100; E = 19; F = -2.6; G = -0.1; H = 0; I = -4; J = -2
O=C(COC(=O)c1cc(Br)ccc1O)NCC1CCCO1 (stereo not drawn)
  A = 5; B = 3; C = -0.5; D = 98; E = 11; F = 0.4; G = 0.0; H = 1; I = 1; J = 1
O=C1CC(N2CCN(c3ccc(S(=O)(=O)N4CCOCC4)cc3)CC2)C(=O)N1Cc1ccccc1 (stereo not drawn)
  A = -21; B = 4; C = -2.0; D = 89; E = 0; F = -1.3; G = 0.3; H = 0; I = -2; J = 3
Cc1ccc(N(C(=O)c2ccc(Br)o2)C2C=CS(=O)(=O)C2)cc1 (stereo not drawn)
  A = -2; B = 0; C = 0.1; D = 100; E = 3; F = -0.3; G = -0.1; H = 0; I = 1; J = -3
CN(C)CCOC(=O)CCCCCCCCC(=O)OCCN(C)C
  A = 3; B = -2; C = -0.7; D = 91; E = 5; F = -0.9; G = -0.1; H = -1; I = 2; J = 0
O=S1(=O)N=C(c2ccccc2)C=C(c2ccccc2)N1
  A = -7; B = -5; C = -0.7; D = 99; E = -6; F = -1.6; G = -0.1; H = 4; I = -1; J = -7
O=C(Cc1ccccc1)N1CCN(c2ncccn2)CC1
  A = 8; B = -1; C = 1.7; D = 91; E = 3; F = -1.7; G = 1.7; H = 1; I = -8; J = -2
Cc1cc(-c2csc(N)n2)c(C)n1-c1ccccc1
  A = -6; B = 4; C = 7.9; D = 103; E = 4; F = -1.4; G = -0.1; H = -1; I = -1; J = -8
CCC(CC)c1nnc(NC(=O)CS(=O)(=O)c2ccc(C)cc2)s1
  A = -1; B = 4; C = -0.4; D = 104; E = 4; F = 0.5; G = -0.1; H = 0; I = -4; J = -4
Nn1c(SCC(=O)Nc2ccc(F)cc2)nnc1-c1ccccn1
  A = -6; B = 3; C = 1.5; D = 96; E = 5; F = -0.6; G = 0.0; H = 2; I = -2; J = -1
CNC(=O)c1ccccc1NC(=O)c1c(O)c2c([nH]c1=O)CCCC2
  A = -12; B = 0; C = 0.3; D = 84; E = -8; F = 1.8; G = 0.6; H = 0; I = -1; J = -5
Cc1cc(C(=O)O)c(CCCN)s1
  A = -2; B = 7; C = -0.7; D = 105; E = 28; F = -0.9; G = -0.2; H = 1; I = -1; J = 4
Cc1ccc(S(=O)(=O)N2CCN(C(=O)CCC(=O)Nc3ccc(Br)c(C)c3)CC2)cc1
  A = 0; B = 4; C = 0.0; D = 97; E = 0; F = -0.7; G = -0.1; H = -2; I = -1; J = -4
CN(C)/C=C/c1c(C#N)c(=O)ncn1Cc1ccccc1
  A = 0; B = -2; C = 3.7; D = 94; E = 11; F = 2.0; G = -0.1; H = 2; I = 1; J = -1
CN1C(=O)CSc2ccc(NC(=O)NCCC3=CCCCC3)cc21
  A = 26; B = 0; C = -0.7; D = 101; E = 6; F = -1.0; G = 0.5; H = 5; I = 1; J = 1
O=C(COC(=O)c1cccnc1Cl)NCc1ccco1
  A = 2; B = -2; C = 0.2; D = 99; E = 9; F = -1.9; G = 0.1; H = 2; I = 1; J = 2
CCOC(=O)c1c(NC(=O)C(=O)N/N=C/c2ccccc2OC)sc2c1CCCCC2
  A = 8; B = 5; C = -1.0; D = 96; E = 11; F = 3.0; G = 0.1; H = 1; I = 13; J = 1
Cc1ccc2c(Cl)c(C(=O)Nc3cc(C)on3)sc2c1
  A = -6; B = -3; C = -0.2; D = 89; E = 1; F = 1.8; G = -0.1; H = -2; I = 1; J = -2
CC(Oc1ccc(Cl)cc1)C(=O)Nc1nccs1 (stereo not drawn)
  A = -2; B = -5; C = -1.6; D = 98; E = 0; F = -1.7; G = 0.0; H = -1; I = 0; J = -2
O=c1c2ccccc2cnn1CCOc1ccccc1
  A = -14; B = -3; C = -2.3; D = 96; E = 3; F = 0.9; G = -0.4; H = -23; I = 1; J = -4
COc1cc2c(cc1OC)C(c1cccc([N+](=O)[O-])c1)N(C(=O)c1ccc(F)cc1)CC2 (stereo not drawn)
  A = 12; B = -8; C = -2.2; D = 101; E = 10; F = 1.5; G = 0.0; H = 4; I = 1; J = -5
COc1ccc(C(=O)NC2CC2)cc1OC1CCN(Cc2ccc(F)c(F)c2)CC1
  A = -1; B = -8; C = -0.4; D = 104; E = 17; F = -3.2; G = -0.2; H = -3; I = 8; J = -2
COc1ccccc1-c1cnc(C(O)c2ccc(Cl)cc2C)[nH]1 (stereo not drawn)
  A = -7; B = 5; C = 1.8; D = 96; E = 10; F = 1.1; G = 0.3; H = 2; I = -12; J = -2
Cc1c(C(=O)N2CCCC2)c(S(=O)(=O)Nc2ccccc2)c(C)n1C
  A = -2; B = 2; C = 1.0; D = 101; E = 3; F = 0.9; G = -0.4; H = 2; I = -9; J = 9
CCN(C(=O)C(C)Sc1ccc(S(=O)(=O)N2CCOCC2)cn1)c1ccccc1 (stereo not drawn)
  A = 5; B = -2; C = 3.6; D = 93; E = 3; F = -0.9; G = -0.5; H = 1; I = 0; J = -8
COc1ccc(NC(C)=O)cc1NC(C)C(=O)Nc1ccccc1F (stereo not drawn)
  A = 1; B = 0; C = 1.8; D = 96; E = 10; F = -1.3; G = -0.1; H = 2; I = 1; J = -2
Cc1cc(NC(=O)COc2ccc(Cl)cc2Cl)n(-c2ccccc2)n1
  A = -20; B = 0; C = -1.3; D = 100; E = 15; F = 5.0; G = 0.9; H = -1; I = -3; J = -5
COc1ccccc1CNCC(O)(c1ccc(Cl)cc1)c1ccc(Cl)cc1
  A = -19; B = 22*; C = 0.6; D = 99; E = 2; F = 4.9; G = 0.0; H = 0; I = 3; J = -3
O=C(Cc1c(F)cccc1Cl)NCCc1c[nH]c2ccccc12
  A = 0; B = 1; C = -0.4; D = 90; E = 2; F = 0.0; G = 0.0; H = -3; I = 15; J = -4
COCCCn1c(-c2ccccc2Cl)n[nH]c1=S
  A = -6; B = 2; C = -0.3; D = 106; E = 0; F = -0.8; G = 0.1; H = 1; I = -2; J = 4
Cc1ccc(C2=NCCn3nc4cc([N+](=O)[O-])ccc4c32)cc1
  A = -4; B = -6; C = -1.3; D = 103; E = 3; F = 0.3; G = -0.1; H = 1; I = 3; J = 8
O=C(O)c1ccc(NC(=O)c2ccccc2NC(=O)c2ccccc2Br)cc1
  A = 10; B = 4; C = 1.1; D = 101; E = 5; F = -0.9; G = 0.0; H = 1; I = -3; J = 4
CC(C)(C)CC(C)(C)N=C1NS(=O)(=O)c2cc([N+](=O)[O-])ccc21
  A = -5; B = -2; C = -0.8; D = 103; E = -4; F = -4.5; G = 1.3; H = -2; I = 2; J = -4
COc1cccc(OC)c1NC(=O)c1ccc(-c2cc(Cl)ccc2Cl)o1
  A = 1; B = -4; C = -1.3; D = 96; E = 4; F = -0.1; G = -0.2; H = 7; I = -4; J = -13
CC(=O)c1ccc(-c2ccc(/C=C(/Sc3n[nH]c(C)n3)C(=O)O)o2)cc1
  A = 16; B = -2; C = 0.8; D = 99; E = 13; F = 1.8; G = -0.3; H = 1; I = -2; J = 2
O=S(=O)(Nc1nc2ccccc2nc1Cl)c1ccc(Cl)cc1
  A = -6; B = 4; C = 1.9; D = 100; E = 1; F = -1.7; G = 0.1; H = 1; I = -2; J = -2
CS(=O)(=O)c1nc(S(=O)(=O)c2ccc(Cl)cc2)c(NCCN2CCOCC2)s1
  A = -2; B = 3; C = -0.5; D = 93; E = -7; F = -0.2; G = -0.1; H = 2; I = 2; J = -2
CC1CC(=O)Nc2ccccc2N1C(=O)Cn1cnc2ccccc2c1=O (stereo not drawn)
  A = 6; B = -3; C = -0.1; D = 100; E = -3; F = -0.7; G = -0.1; H = 0; I = 8; J = 1
O=C1NC2=C(C(=O)CCC2)C(c2ccc3ncccc3c2)N1 (stereo not drawn)
  A = 15; B = 3; C = 0.3; D = 99; E = -3; F = -0.9; G = 0.1; H = 0; I = -6; J = -1
C[C@H](CO)N1C[C@H](C)[C@@H](CN(C)C(=O)Oc2ccccc2)OCc2cn(nn2)CCCC1=O
  A = 1; B = 10; C = 0.5; D = 104; E = 5; F = -0.3; G = 0.1; H = 3; I = -3; J = 1
CC(Oc1ccc2c(c1)c1ccnc3c4ccccc4c(=O)n2c13)C(=O)NCCN1CCOCC1 (stereo not drawn)
  A = 40; B = 1; C = -1.4; D = 98; E = 22; F = 1.9; G = -0.5; H = 74*; I = 23; J = 9

In the list so far, 4 contain bromine:
Assay codes: A = H9c2 protect; B = HTR2A ag; C = iPSC survival up; D = ABCB6 inh MLPCN; E = MC4R antagonist; F = MC4R ag barr; G = aDG glyco up; H = Glyco luc inh; I = Granule exo inh; J = ABHD5-PLIN5 inh
O=C(COC(=O)c1cc(Br)ccc1O)NCC1CCCO1 (stereo not drawn)
  A = 5; B = 3; C = -0.5; D = 98; E = 11; F = 0.4; G = 0.0; H = 1; I = 1; J = 1
Cc1ccc(N(C(=O)c2ccc(Br)o2)C2C=CS(=O)(=O)C2)cc1 (stereo not drawn)
  A = -2; B = 0; C = 0.1; D = 100; E = 3; F = -0.3; G = -0.1; H = 0; I = 1; J = -3
Cc1ccc(S(=O)(=O)N2CCN(C(=O)CCC(=O)Nc3ccc(Br)c(C)c3)CC2)cc1
  A = 0; B = 4; C = 0.0; D = 97; E = 0; F = -0.7; G = -0.1; H = -2; I = -1; J = -4
O=C(O)c1ccc(NC(=O)c2ccccc2NC(=O)c2ccccc2Br)cc1
  A = 10; B = 4; C = 1.1; D = 101; E = 5; F = -0.9; G = 0.0; H = 1; I = -3; J = 4

Assay outcomes as filed in PubChem.

The order is random; overall some 4.5% were active at least once.
